Screening data as filed in PubChem.
IDH1 R132H inh: blocks human IDH1 R132H reductase activity. O75874. diaphorase/resazurin fluorescence, 60 min. inhibition, % at 10 µM. 70,000 compounds, 0.18% hits; in the data active means inhibition above about 34%;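 further: 0% = DMSO and 100% = no enzyme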
Target sequence (O75874 whole entry R132H): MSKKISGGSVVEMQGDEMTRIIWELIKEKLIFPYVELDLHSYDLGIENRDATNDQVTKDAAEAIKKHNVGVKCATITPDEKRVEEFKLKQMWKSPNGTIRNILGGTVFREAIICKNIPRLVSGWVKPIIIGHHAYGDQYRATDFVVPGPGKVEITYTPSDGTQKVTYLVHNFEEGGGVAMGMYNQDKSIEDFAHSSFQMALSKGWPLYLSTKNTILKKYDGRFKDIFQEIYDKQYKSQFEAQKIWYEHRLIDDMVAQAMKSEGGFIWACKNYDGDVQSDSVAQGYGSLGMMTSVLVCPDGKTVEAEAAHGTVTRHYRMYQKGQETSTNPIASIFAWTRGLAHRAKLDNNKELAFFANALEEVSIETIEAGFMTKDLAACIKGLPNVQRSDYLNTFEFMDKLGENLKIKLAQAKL
PRC2 inh: blocks human EZH2/PRC2 H3K27 methylation. Q15910. DELFIA TRF, 1 h. inhibition, % at 12.5 µM. 57,000 compounds, 0.35% hits. AID 651548;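 active means mean inhibition of replicates at least 50% and every single replicate also reaching 50%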;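 further: dimethyl H3K27 on biotinylated H3 21-44 peptide detected by antibody; plate controls were median neutral control wells for no effect and median positive control wells for full effect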
Numbers without * were called inactive; . = not tested or not shown. An excerpt; rates above refer to the full screens.

SMILES	IDH1 R132H inh	PRC2 inh
COc1ccccc1CNC(=O)C[C@@H]1C[C@@H]2c3cc(NS(C)(=O)=O)ccc3O[C@@H]2[C@H](CO)O1	-1.2	-10.5
C[C@H](CO)N1C[C@H](C)[C@H](CN(C)C(=O)C2CCCCC2)Oc2cc(C#C[C@@H](C)O)ccc2S1(=O)=O	.	1.4
CCCN1C[C@H](C)[C@@H](OC)CN(C)C(=O)c2cc(NC(=O)COC)ccc2OC[C@@H]1C	.	0.8
O=C(CCN1CCCCC1)NCC[C@@H]1CC[C@@H](NC(=O)C2CCC2)[C@@H](CO)O1	0.5	-7.8
C/C=C/c1cnc2c(c1)C(=O)N([C@@H](C)CO)C[C@@H](C)[C@H](CN(C)C(=O)Cc1ccccc1)O2	0.1	15.5
C[C@H]1CCCCO[C@H](CN(C)CC2CCCCC2)[C@@H](C)CN([C@@H](C)CO)C(=O)c2cc(NC(=O)Cc3ccccc3)ccc2O1	0.3	.
CCn1c(SCC(=O)Nc2ccc(F)cc2)nnc1-c1ccc(Cl)cc1Cl	0.2	-1.5
CO[C@@H]1CN(C)C(=O)c2ccc(NS(=O)(=O)c3ccccc3C)cc2OC[C@@H](C)NC[C@@H]1C	0.5	6.2
COCc1cn(CC[C@H]2CC[C@H](NC(=O)Nc3ccccc3)[C@@H](CO)O2)nn1	0.5	-8.7
CCCNC(=O)N1C[C@@H](C)[C@H](OC)CN(C)C(=O)c2ccc(NS(C)(=O)=O)cc2OC[C@@H]1C	0.2	-1.2
C[C@H](CO)N1C[C@H](C)[C@@H](CN(C)C(=O)NC2CCCCC2)Oc2ccc(NS(=O)(=O)c3cccs3)cc2CC1=O	-0.4	.
CN(C)C(=O)C[C@@H]1C[C@H]2c3cc(NC(=O)CC4CC4)ccc3O[C@H]2[C@H](CO)O1	0.4	4.3
C[C@@H]1CN([C@H](C)CO)C(=O)c2cc(-c3ccc(F)cc3)cnc2O[C@@H]1CN(C)Cc1ccccn1	0.2	.
CN(C)c1ccc2c(c1)[C@@H]1C[C@@H](CC(=O)N3CCc4ccccc4C3)O[C@H](CO)[C@@H]1O2	-1.5	-1.6
C[C@@H]1CN([C@H](C)CO)C(=O)c2cc(NC(=O)Nc3ccc(C(F)(F)F)cc3)ccc2O[C@@H]1CN(C)S(C)(=O)=O	0.0	-8.0
Cc1cccc(OCC(=O)Nc2ccccc2C(=O)NC(C)(C)C)c1	-0.5	4.0
C[C@H](CO)N1C[C@H](C)[C@@H](CN(C)C)Oc2ccc(NS(=O)(=O)c3cn(C)cn3)cc2CC1=O	-4.7	6.0
C[C@H](CO)N1C[C@H](C)[C@H](CN(C)Cc2ccc(-c3ccccc3)cc2)Oc2c(NS(=O)(=O)c3cccs3)cccc2C1=O	0.1	-8.4
COCCNC(=O)C[C@@H]1C[C@@H]2c3cc(NC(=O)CC4CC4)ccc3O[C@@H]2[C@@H](CO)O1	-1.4	16.2
CCC(C)C(O)C(C)(O)/C=C/C1=CC2=C(Cl)C(=O)C(C)(O)C(O)C2=CO1 (stereo not drawn)	0.1	-26.0
COc1ccc(NC(=O)Nc2cccc3c2O[C@H](CN(C)C(=O)NC(C)C)[C@H](C)CN([C@H](C)CO)C3=O)cc1	-2.8	2.1
CO[C@@H]1CN(C)C(=O)c2ccc(NC(=O)c3ccccc3F)cc2OC[C@H](C)N(CC2CCOCC2)C[C@H]1C	-0.6	-3.9
COCc1cn(CC[C@H]2CC[C@@H](NC(=O)c3ccncc3)[C@@H](CO)O2)nn1	0.1	0.3
C[C@@H]1CN([C@@H](C)CO)C(=O)c2cccc(N(C)C)c2O[C@@H]1CN(C)Cc1ccc(-c2ccccc2)cc1	.	-3.3
CCC(=O)N(C)C[C@@H]1Oc2cc(C#CC3CC3)ccc2S(=O)(=O)N([C@H](C)CO)C[C@H]1C	.	5.1
C[C@H](CO)N1C[C@H](C)[C@@H](CN(C)C(=O)Nc2ccc(C(F)(F)F)cc2)Oc2ccc(NC(=O)CCC(F)(F)F)cc2CC1=O	0.4	.
O=S(=O)(c1ccccc1)N1N=C(c2ccccc2)CC1c1ccco1 (stereo not drawn)	0.4	-3.1
Cc1ccc(NC(=O)CN(c2cc(Cl)c(Cl)cc2Cl)S(C)(=O)=O)cc1Cl	0.0	11.1
Cc1c(C(=O)N(C)C)sc(NC(=O)c2cc(-c3cccnc3)nc3c(C)c(Cl)ccc23)c1C#N	0.1	13.8
COCC#Cc1ccc2c(c1)O[C@@H](CN(C)C(=O)Nc1ccc(OC)cc1)[C@H](C)CN([C@H](C)CO)S2(=O)=O	-0.6	1.9
COc1ccc(NC(=O)N(C)C[C@@H]2Oc3ccc(NS(C)(=O)=O)cc3C(=O)N([C@H](C)CO)C[C@@H]2C)cc1	-0.1	.
COc1ccc(C)c(Cn2c(-c3nonc3N)nc3ccccc32)c1	2.3	18.3
C[C@H]1CN([C@@H](C)CO)C(=O)c2ccccc2-c2ccccc2CO[C@H]1CN(C)C(=O)NC1CCCCC1	.	7.4
COc1ccc(S(=O)(=O)N(C)C[C@H]2Oc3c(NC(=O)NC(C)C)cccc3C(=O)N([C@H](C)CO)C[C@H]2C)cc1	8.6	.
COc1cccc(S(=O)(=O)Nc2ccc3c(c2)[C@@H]2C[C@@H](CC(=O)NC4CCCCC4)O[C@H](CO)[C@@H]2O3)c1	-0.2	-5.9
Cc1noc(C)c1NC(=O)N(C)C[C@H]1OCCCC[C@@H](C)Oc2ccc(NS(C)(=O)=O)cc2C(=O)N([C@H](C)CO)C[C@@H]1C	-1.7	.
Cc1sc2ncnc(SCC(=O)Nc3ccc(-c4nc5ccccc5s4)cc3)c2c1C	-0.7	-0.5
Cc1ccc(N(C(C)C(=O)Nc2cccc(Br)c2)S(C)(=O)=O)cc1C (stereo not drawn)	-0.5	-10.1
CCC(=O)Nc1ccc2c(c1)OC[C@H](C)N(C(=O)CC)C[C@H](C)[C@H](OC)CN(C)C2=O	0.2	6.6
O=C(CCCCCC(=O)Nc1ccccc1O)N/N=C/c1ccccc1O	0.2	17.8
CN(C)c1ccc2c(c1)[C@@H]1C[C@@H](CC(=O)NCc3ccccc3F)O[C@@H](CO)[C@@H]1O2	-1.7	-12.1
Cc1cc(-c2ccccc2)nc(SCC(=O)Nc2sc3c(c2C#N)CCCC3)n1	0.1	-1.9
C[C@@H]1CN([C@@H](C)CO)C(=O)CCCn2cc(nn2)CO[C@@H]1CN(C)Cc1cccc(C(=O)O)c1	3.9	.
C[C@@H]1CN([C@H](C)CO)C(=O)c2cc(-c3ccccc3)cnc2O[C@@H]1CN(C)CC1CC1	-2.6	1.5
O=C(C[C@@H]1C=C[C@@H](NS(=O)(=O)c2ccccc2)[C@H](CO)O1)NCc1ccncn1	0.0	4.3
O=C(C[C@@H]1C[C@H]2c3cc(NC(=O)Nc4ccccc4)ccc3O[C@H]2[C@@H](CO)O1)NCC(F)(F)F	-0.1	4.5
CC(C)C#Cc1ccc2c(c1)O[C@@H](CN(C)C(=O)c1ccccc1)[C@H](C)CN([C@H](C)CO)S2(=O)=O	0.3	-11.2
O=C(C[C@@H]1CC[C@H](NC(=O)Nc2ccc(C(F)(F)F)cc2)[C@@H](CO)O1)NCCN1CCCC1	-0.2	1.1
Cc1onc(-c2ccccc2)c1C(=O)N(CCC#N)CCC#N	0.6	1.5
Cc1ccc2nc(-c3ccc(NC(=O)CCN4C(=O)c5ccccc5C4=O)cc3)[nH]c2c1	0.5	-15.2
O=C(N/N=C/c1cc(Br)cs1)c1ccccn1	.	-5.5
C[C@@H]1CN([C@@H](C)CO)C(=O)c2cc(NC(=O)C3CCCCC3)ccc2O[C@@H]1CN(C)S(=O)(=O)c1ccccc1	-0.1	-6.4
Nc1cccc(-c2nnc(SCC(=O)c3ccc(F)cc3)n2-c2ccccc2)c1	0.3	-11.3
CCC(=O)Nc1ccc2c(c1)C(=O)N(C)C[C@H](OC)[C@H](C)CN(C(=O)c1ccc(F)cc1)[C@@H](C)CO2	-0.1	-1.2
O=C(C[C@@H]1C[C@@H]2c3cc(NC(=O)c4cccnc4)ccc3O[C@@H]2[C@@H](CO)O1)NCc1ccc(Oc2ccccc2)cc1	0.0	-12.5
CCCNC(=O)C[C@H]1C[C@@H]2c3cc(N(C)C)ccc3O[C@@H]2[C@@H](CO)O1	-9.7	6.4
Cc1cccc(Oc2coc3cc(OCC(=O)Nc4ccccc4C(F)(F)F)ccc3c2=O)c1	-0.3	-1.9
CCCNC(=O)C[C@H]1C[C@@H]2c3cc(NC(=O)NC4CCCC4)ccc3O[C@@H]2[C@@H](CO)O1	-0.1	5.9
C[C@@H]1CCCCO[C@H](CN(C)S(C)(=O)=O)[C@H](C)CN([C@@H](C)CO)C(=O)c2cc(NC(=O)C3CCCCC3)ccc2O1	.	-10.0
Cn1nnnc1SCC(=O)Nc1cccc(NC(=O)C23CC4CC(CC(C4)C2)C3)c1	-0.2	1.1

Single values from the results shown:
PRC2 inh, Nc1cccc(-c2nnc(SCC(=O)c3ccc(F)cc3)n2-c2ccccc2)c1 = -11.3
PRC2 inh, O=C(C[C@@H]1CC[C@H](NC(=O)Nc2ccc(C(F)(F)F)cc2)[C@@H](CO)O1)NCCN1CCCC1 = 1.1
PRC2 inh, CC(C)C#Cc1ccc2c(c1)O[C@@H](CN(C)C(=O)c1ccccc1)[C@H](C)CN([C@H](C)CO)S2(=O)=O = -11.2

(listing goes on)
SMILES	IDH1 R132H inh	PRC2 inh
O=C(C[C@H]1C[C@@H]2c3cc(NC(=O)Nc4ccc(C(F)(F)F)cc4)ccc3O[C@@H]2[C@H](CO)O1)NCc1cc(F)ccc1F	-0.3	-7.9
C[C@@H]1CN([C@H](C)CO)C(=O)c2cccc(N(C)C)c2O[C@@H]1CN(C)Cc1ccc2c(c1)OCO2	-0.2	9.1
COc1ccc(NC(=O)N(C)C[C@H]2Oc3ccc(NC(=O)CCCCCC(=O)Nc4ccccc4N)cc3CC(=O)N([C@@H](C)CO)C[C@@H]2C)cc1	-0.1	-1.2
CCCC(O)C#Cc1cnc2c(c1)C(=O)N([C@H](C)CO)C[C@H](C)[C@H](CN(C)S(=O)(=O)c1ccc(F)cc1)O2 (stereo partly drawn)	-0.7	.
C[C@@H]1CN([C@H](C)CO)S(=O)(=O)c2ccc(C3=CCCCC3)cc2O[C@H]1CN(C)S(C)(=O)=O	1.0	7.0
Cc1noc(C)c1S(=O)(=O)Nc1cccc2c1O[C@@H](CN(C)S(=O)(=O)c1ccccc1)[C@@H](C)CN([C@H](C)CO)C2=O	1.0	.
COc1ccc(C2Sc3ccccc3N(CCN(C)C)C(=O)C2OC(C)=O)cc1 (stereo not drawn)	-0.4	.
COC(=O)c1c(NC(=O)c2ccc(Cn3cc(Cl)cn3)cc2)sc2c1CCC2	-0.4	.
C[C@H](CO)N1C[C@H](C)[C@@H](CN(C)C)Oc2ccc(NS(=O)(=O)c3cccs3)cc2CC1=O	0.3	-0.1
CO[C@@H]1CN(C)C(=O)c2ccc(NC(=O)C3CC3)cc2OC[C@H](C)N(CC2CC2)C[C@@H]1C	0.3	-1.6
O=C(O)C[C@@H]1C=C[C@H](NC(=O)Nc2ccccc2)[C@H](CO)O1	0.1	0.0
COc1ccc(NC(=O)Nc2ccc3c(c2)[C@H]2C[C@H](CC(=O)NC4CCCCC4)O[C@@H](CO)[C@H]2O3)cc1	0.4	-4.3
CCCN(C)C[C@@H]1Oc2cc(-c3ccccc3OC)ccc2S(=O)(=O)N([C@@H](C)CO)C[C@@H]1C	-0.3	-1.7
COc1ccc(C(=O)NCC(=O)Nc2ccc(C)c(Cl)c2)cc1OC	-0.3	-14.2
Cc1ccc(C(=O)Cn2c3c(sc2=N)CCCC3)cc1	-1.0	7.3

Rewritten field by field: part of the list above.
COC(=O)c1c(NC(=O)c2ccc(Cn3cc(Cl)cn3)cc2)sc2c1CCC2
  IDH1 R132H inh: -0.4
  PRC2 inh: .

COc1ccc(NC(=O)Nc2ccc3c(c2)[C@H]2C[C@H](CC(=O)NC4CCCCC4)O[C@@H](CO)[C@H]2O3)cc1
  IDH1 R132H inh: 0.4
  PRC2 inh: -4.3

COc1ccc(C2Sc3ccccc3N(CCN(C)C)C(=O)C2OC(C)=O)cc1 (stereo not drawn)
  IDH1 R132H inh: -0.4
  PRC2 inh: .

Cc1ccc(C(=O)Cn2c3c(sc2=N)CCCC3)cc1
  IDH1 R132H inh: -1.0
  PRC2 inh: 7.3

(continued)
SMILES	IDH1 R132H inh	PRC2 inh
O=S(=O)(Cc1ccccc1)NCC[C@@H]1CC[C@H](NS(=O)(=O)c2ccccc2)[C@H](CO)O1	0.4	-4.2
C[C@@H]1CN([C@H](C)CO)C(=O)c2cc(C3=CCCC3)cnc2O[C@H]1CN(C)Cc1cccc(F)c1	-0.2	.
CC(C)(C)[S@](=O)N1Cc2cc(C(=O)NCCN3CCCCC3)nc(-c3cccc(-c4cccc(C#N)c4)c3)c2[C@@H]1CCO	0.0	-20.6
C[C@H]1CN([C@@H](C)CO)C(=O)CCCn2cc(nn2)CO[C@@H]1CN(C)Cc1ccc2c(c1)OCCN2C	-1.3	-6.8
C[C@H](CO)N1C[C@H](C)[C@H](CN(C)Cc2ccc(-c3ccccc3)cc2)Oc2c(NC(=O)C3CCOCC3)cccc2C1=O	-13.8	0.9
COc1ccc(CN(C)C[C@@H]2Oc3c(NC(=O)Nc4ccc(OC)cc4)cccc3C(=O)N([C@@H](C)CO)C[C@H]2C)cc1	0.0	.
C[C@@H]1CN([C@@H](C)CO)C(=O)c2cc(NC(=O)Nc3ccccc3)ccc2O[C@@H](C)CCCCO[C@@H]1CN(C)Cc1ccc(C(F)(F)F)cc1	0.1	.
CO[C@@H]1CN(C)C(=O)c2cc(NC(=O)C3CCOCC3)ccc2OC[C@@H](C)N(C(=O)c2ccccc2)C[C@H]1C	0.3	3.4
C[C@H]1CN([C@@H](C)CO)C(=O)c2c(c3ccccc3n2C)-c2ccccc2CO[C@H]1CN(C)S(=O)(=O)c1ccc(F)cc1	0.2	-45.3
O=C(O)CCCCCCC(=O)N/N=C/c1cccnc1	0.1	0.7
